# Assay outcomes deposited in PubChem by National Center for Advancing Translational Sciences (NCATS).
# Tau FP inhib – tau fibrillization inhibition (FP). P10636. K18 P301L tau heparin fibrillization, Alexa594 FP, 6 h. Potency, µM (highest dose often 57.7 µM), without a hit: at the top dose activity, negative = inhibition, usual class: inhibitors. 280,000 compounds, 0.39% hits; note: % is set by controls: 0 for no effect and ±100 for the full control effect; nearly all actives have a fitted effect of over 55% in size
# Target sequence (P10636 561-689 P618L limits assumed): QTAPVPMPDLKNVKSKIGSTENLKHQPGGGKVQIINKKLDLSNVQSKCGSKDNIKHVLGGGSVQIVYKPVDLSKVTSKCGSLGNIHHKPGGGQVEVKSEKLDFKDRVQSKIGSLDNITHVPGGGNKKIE
#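 Compound effects on tau fibrillization are measured by Alexa 594 fluorescence polarization (ex 555, em 632 nm). K18 P301L tau is used at 15 uM with 0.24 uM labeled tracer, and 20 uM heparin induces aggregation over 6 hr at 37 C.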
# SMN2 splice up – increases expression of the SMN2 splice variant; HEK293 SMN2-luciferase splicing reporter, luminescence, 30-36 h; Potency, µM (doses to about 46.1 µM), for the others: at the top dose activity change, positive = activation, most hits filed as activators; 210,000 compounds, 2.8% hits; note: % of control where 0% means no effect; nearly all actives have a fitted effect of over 55% in size
#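 qHTS luciferase splicing reporter: luminescence rises when SMN2 exon 7 is included in transfected HEK293 cells. Compound exposure lasted 30-36 h at 37C, with 4.5 mM final sodium butyrate as control, followed by a ONE-Glo read.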
# ALDH1A1 block – blocks purified human ALDH1A1 activity. P00352. Purified ALDH1A1, NADH fluorescence, propionaldehyde substrate. Potency, µM (top dose mostly 75.3 µM), without a hit: top-dose activity, negative = inhibition, actives largely listed as inhibitors. 220,000 compounds, 7.3% hits. AID 1030; active = well fitted inhibition curve with a large enough effect, not every such curve was filed as active; inconclusive = small, poorly fitted or top-dose-only effect, or another doubt; inactive = no such curve, though single readings can be large or run the other way;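 note: plate controls were no enzyme wells and a reference inhibitor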
# Target sequence (P00352 whole entry, looked up): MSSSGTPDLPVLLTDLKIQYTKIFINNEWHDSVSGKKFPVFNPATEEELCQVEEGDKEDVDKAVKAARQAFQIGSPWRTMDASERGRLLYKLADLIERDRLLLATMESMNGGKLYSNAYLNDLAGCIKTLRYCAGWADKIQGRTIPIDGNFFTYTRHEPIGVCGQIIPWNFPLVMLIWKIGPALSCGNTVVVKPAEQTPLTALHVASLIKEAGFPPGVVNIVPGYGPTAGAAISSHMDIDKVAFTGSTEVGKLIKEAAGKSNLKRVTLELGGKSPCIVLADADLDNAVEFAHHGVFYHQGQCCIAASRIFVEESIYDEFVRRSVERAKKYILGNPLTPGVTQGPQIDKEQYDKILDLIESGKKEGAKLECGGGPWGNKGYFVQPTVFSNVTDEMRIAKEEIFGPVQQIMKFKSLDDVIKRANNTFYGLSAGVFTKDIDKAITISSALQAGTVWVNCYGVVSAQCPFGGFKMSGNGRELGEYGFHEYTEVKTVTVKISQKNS
# JMJD2E inh – inhibitors of human JMJD2E histone demethylase. B2RXH2. Potency, µM (top dose mostly 57.1 µM), without a hit: at the top dose activity change, negative = inhibition, most hits filed as inhibitors. 230,000 compounds, 1.6% hits. JMJD2E catalytic domain, FDH-coupled NADH fluorescence (FDH is formaldehyde dehydrogenase); active = well fitted inhibition curve with a large enough effect, not every such curve was filed as active; inconclusive = small, poorly fitted or top-dose-only effect, or another doubt; inactive = no such curve, though single readings can be large or run the other way;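 note: 0% = wells with enzyme and -100% = buffer wells without enzyme; nearly all actives have a fitted effect of over 50% in size; many of its hits are not listed in these tables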
# Target sequence (B2RXH2 1-337 limits assumed): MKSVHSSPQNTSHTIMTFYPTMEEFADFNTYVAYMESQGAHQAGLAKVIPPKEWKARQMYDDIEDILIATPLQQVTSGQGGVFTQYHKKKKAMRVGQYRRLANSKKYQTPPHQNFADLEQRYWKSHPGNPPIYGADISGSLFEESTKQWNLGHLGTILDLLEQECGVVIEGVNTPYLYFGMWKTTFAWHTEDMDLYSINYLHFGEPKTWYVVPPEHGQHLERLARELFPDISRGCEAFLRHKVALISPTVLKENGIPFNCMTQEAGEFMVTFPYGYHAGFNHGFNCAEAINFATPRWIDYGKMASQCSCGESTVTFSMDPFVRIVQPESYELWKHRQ
# Tau fluor cs – counter-screen for tau fibril formation inhibitors | tau K18 P301L Alexa594 fluorescence, heparin fibrillization | Potency, µM (highest dose often 57.7 µM), for inactives: at the top dose activity change, negative = decrease | 280,000 compounds, 0.93% hits; note: % is set by controls: 0 for no effect and ±100 for the full control effect; nearly all actives have a fitted effect of over 55% in size
#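 Human K18 P301L tau (15 uM unlabeled plus 0.24 uM Alexa 594-labeled, final) in 100 mM sodium acetate pH 7 was mixed with compound and 20 uM heparin and incubated 6 hr at 37 C.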
# HTT cytoprotect – cytoprotection in Huntington HTT-Q103 PC12 cell model; PC12 HTT-Q103 induced, cytoprotection, ATP luminescence, 40 h; Potency, µM (doses to about 56.4 µM), inactives show cytoprotection (ATP increase), most hits filed as activators; 230,000 compounds, 0.14% hits; AID 1471;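 note: % of control where 0% means no effect; nearly all actives have a fitted effect of over 45% in size; toxic huntingtin expression switched on by the ecdysone agonist tebufenozide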
#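 Compounds were screened for protection of PC12 cells against cell death after tebufenozide induction (100 nM final) of mutant Huntingtin exon 1 (Q103) fused to GFP.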
# Tau fibril ThT – tau fibrillization inhibition (ThT binding) | P10636 | recombinant tau K18 P301L (four-repeat tau fragment), heparin-induced fibrillization, ThT fluorescence | Potency, µM (highest dose often 57.4 µM), for the others: at the top dose activity, negative = inhibition, hits mostly inhibitors | 270,000 compounds, 2.1% hits | AID 1460; note: % is set by controls: 0 for no effect and ±100 for the full control effect; nearly all actives have a fitted effect of over 55% in size
#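 Recombinant human tau K18 fragment […] carrying P301L, 15 uM unlabeled plus 0.24 uM Alexa 594-labeled, was fibrillized with 20 uM heparin in 100 mM sodium acetate pH 7 for 6 hr at 37 C; 30 uM ThT fluorescence read after 1 hr.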
# HttQ103 aggreg – mutant huntingtin aggregation inhibition | PC12 HttQ103-GFP aggregates, Acumen cytometry, 40 h | Potency, µM (highest dose often 46.1 µM), without a hit: at the top dose activity change, negative = inhibition, most hits filed as inhibitors | 220,000 compounds, 1.1% hits; note: % is set by controls: 0 for no effect and ±100 for the full control effect; nearly all actives have a fitted effect of over 60% in size
#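 Read-out: GFP aggregate count by laser scanning cytometer (488 nm excitation, 500-530 nm emission, 1–25 µm objects >6 SD above background). Cells: PC12, inducible HTTex1-Q103-GFP, 100 nM tebufenozide; compounds titrated.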
# * hit, by the source's call; ? = inconclusive; . = not tested or not shown; [ ] = remark or other dose. Unless noted, calls come from the whole dose curve; as a rule, active = well fitted curve in the direction sought with a large enough effect; inconclusive = small, poorly fitted or top-dose-only effect, or another doubt; inactive = no such curve, though single readings can be large; an effect the other way counts as inactive or inconclusive. Potency is the fitted concentration of half-maximal effect. A portion of the library (hit frequency here may not be typical).
# Abbreviations: A = Tau FP inhib; B = SMN2 splice up; C = ALDH1A1 block; D = JMJD2E inh; E = Tau fluor cs; F = HTT cytoprotect; G = Tau fibril ThT; H = HttQ103 aggreg
1: COc1ccc(-c2cc(C(F)F)n3ncc(C(=O)Nc4cccc(S(=O)(=O)N5CCOCC5)c4)c3n2)cc1
  A: 3%; B: -1%; C: 6%; D: ?; E: -13%; F: -17%; G: -3%; H: ?
2: CCOC(=O)C(NC(C)=O)(NC(C)C)C(F)(F)F (stereo unspecified)
  A: -7%; B: .; C: .; D: 5%; E: -11%; F: 30%[10 µM]; G: -9%; H: 28%[9.22 µM]
3: O=C(Nc1ccc2oc(-c3ccc4ccccc4c3)nc2c1)c1cccc(Cl)c1Cl
  A: ?; B: 3%; C: .; D: .; E: -20%; F: .; G: ?; H: .
4: O=C(CSC1=NCCS1)NC(NC(=O)CSC1=NCCS1)c1ccccc1
  A: -6%; B: -3%; C: 5%; D: -5%; E: -7%; F: ?; G: -15%; H: -8%
5: O=C(Nc1ccccc1)O/N=C/c1ccccc1Cl
  A: -4%; B: 0%; C: ?; D: 0%; E: -15%; F: 3%[10 µM]; G: -14%; H: 21%
6: O=C(COc1ccc2ccccc2c1)N1CCN(C(=O)c2cccs2)CC1
  A: 9%; B: -20%; C: -13%; D: -5%; E: -1%; F: 33%[10 µM]; G: -9%; H: 12%
7: COc1ccccc1-c1cc(C(=O)Nc2cc(OC)c(OC)c(OC)c2)no1
  A: 5%; B: -32%[inhibitor]; C: .; D: .; E: ?; F: .; G: ?; H: .
8: CC(C)c1nc2oc3c(N4CCN(C)CC4)ncnc3c2c2c1CCC2
  A: -2%; B: -18%; C: -15%; D: -2%; E: 1%; F: -25%[0.074 µM]; G: -11%; H: -5%
9: O=C(NCCCc1nc2ccccc2n1Cc1ccccc1)C1CCCCC1
  A: 2%; B: -12%; C: .; D: .; E: -6%; F: .; G: -12%; H: .
10: O=C1C2C3C=CC(C3)C2C(=O)N1CNc1ccccc1 (stereo unspecified)
  A: -5%; B: -1%; C: 11%; D: 79%[activator]; E: -10%; F: -4%[10 µM]; G: -9%; H: 1%
11: COc1ccc(-n2nnnc2SCC(=O)Nc2cccc(C)n2)cc1OC
  A: 4%; B: 10%; C: -2%; D: -7%; E: 0%; F: -6%[10 µM]; G: -11%; H: 0%
12: O=C(c1ccc(N2CCCC2)c([N+](=O)[O-])c1)N1CCN(c2ccccn2)CC1
  A: 1%; B: -31%[inhibitor]; C: ?; D: 1%; E: -8%; F: ?; G: ?; H: -24%
13: Cc1ccc(C(C)C)c(Oc2nnnn2-c2ccccc2)c1
  A: -1%; B: ?; C: 18µM*; D: -4%; E: -5%; F: 0%; G: -10%; H: -4%
14: Cc1ccc(NC(=O)CSc2ncccn2)cc1F
  A: 5%; B: 2%; C: 4%; D: -5%; E: -8%; F: -1%; G: -9%; H: -8%
15: CCOc1cc(/C=C\[N+](=O)[O-])ccc1OCC(=O)Nc1ccccc1C
  A: -6%; B: -70%[inhibitor]; C: -6%; D: 4%; E: 4%; F: -3%; G: -5%; H: 12%
16: C#CCOCCOCCOCCNc1nc(N2CCN(C(=O)[C@H](CCCCN)n3cc(C(N)COC(=O)C(F)(F)F)nn3)CC2)nc(N2CCN(C(=O)[C@H](CCCCN)n3cc(C(N)CC(C)C)nn3)CC2)n1 (stereo partly specified)
  A: -5%; B: .; C: .; D: 3%; E: 10%; F: -2%[10 µM]; G: -2%; H: 10%[9.22 µM]
17: Cc1csc2nnc(N)n12
  A: 1%; B: .; C: -1%; D: 2%; E: 1%; F: -25%; G: 0%; H: 8%
18: CN(C)CCC1Sc2ccccc2Oc2ccccc21 (stereo unspecified)
  A: 2%; B: -5%; C: ?; D: 2%; E: -1%; F: -1%[10 µM]; G: 3%; H: 4%
19: Cc1noc(C)c1CSc1nnc2ccccn12
  A: -2%; B: .; C: ?; D: 1%; E: -17%; F: -2%; G: -14%; H: 0%
20: CC(C(=O)O)N1C(=O)C2C3CC(C2C1=O)C1C(c2ccccc2)c2sc(=O)[nH]c2SC31 (stereo unspecified)
  A: -7%; B: 1%; C: ?; D: 2%; E: 7%; F: 21%[10 µM]; G: -3%; H: -4%
21: N#C/C(=C\Nc1ccc(Cl)cn1)S(=O)(=O)c1ccccn1
  A: 1%; B: .; C: ?; D: -1%; E: -7%; F: 7%[10 µM]; G: ?; H: 3%[9.22 µM]
22: CCCCCOC(=O)c1ccc(OC(=O)c2cncc(Br)c2)cc1
  A: 5%; B: 56%; C: 4%; D: 0%; E: -10%; F: -3%; G: ?; H: 22%
23: Cn1c(=O)c([N+](=O)[O-])c(NCCCn2ccnc2)c2ccccc21
  A: 13%; B: .; C: ?; D: 12%; E: 7%; F: 12%[10 µM]; G: -7%; H: -4%[9.22 µM]
24: C/C(=N/NC(=O)CNc1ccc(C)cc1)c1ccc(Cl)cc1
  A: ?; B: 6%; C: ?; D: -5%; E: ?; F: 17%[10 µM]; G: ?; H: 4%
25: Cc1nn(C)c(C)c1CNC(=O)c1cc2n(n1)C(C(F)(F)F)CC(c1cccs1)N2 (stereo unspecified)
  A: 7%; B: -43%[inhibitor]; C: 6%; D: -4%; E: 3%; F: 11%[10 µM]; G: 0%; H: ?

# Next part, overlapping the part above by five compounds.
# Abbreviations: A = Tau FP inhib; B = SMN2 splice up; C = ALDH1A1 block; D = JMJD2E inh; E = Tau fluor cs; F = HTT cytoprotect; G = Tau fibril ThT; H = HttQ103 aggreg
21: N#C/C(=C\Nc1ccc(Cl)cn1)S(=O)(=O)c1ccccn1
  A: 1%; B: .; C: ?; D: -1%; E: -7%; F: 7%[10 µM]; G: ?; H: 3%[9.22 µM]
22: CCCCCOC(=O)c1ccc(OC(=O)c2cncc(Br)c2)cc1
  A: 5%; B: 56%; C: 4%; D: 0%; E: -10%; F: -3%; G: ?; H: 22%
23: Cn1c(=O)c([N+](=O)[O-])c(NCCCn2ccnc2)c2ccccc21
  A: 13%; B: .; C: ?; D: 12%; E: 7%; F: 12%[10 µM]; G: -7%; H: -4%[9.22 µM]
24: C/C(=N/NC(=O)CNc1ccc(C)cc1)c1ccc(Cl)cc1
  A: ?; B: 6%; C: ?; D: -5%; E: ?; F: 17%[10 µM]; G: ?; H: 4%
25: Cc1nn(C)c(C)c1CNC(=O)c1cc2n(n1)C(C(F)(F)F)CC(c1cccs1)N2 (stereo unspecified)
  A: 7%; B: -43%[inhibitor]; C: 6%; D: -4%; E: 3%; F: 11%[10 µM]; G: 0%; H: ?
26: Cc1ccc(S(=O)(=O)Nn2cnnc2)cc1
  A: 4%; B: .; C: .; D: 0%; E: 13%; F: 18%[10 µM]; G: .; H: -29%[9.22 µM]
27: O=C(Nc1ccc(Cl)cc1)C(NS(=O)(=O)c1cccs1)c1ccccc1 (stereo unspecified)
  A: -10%; B: 17%; C: .; D: .; E: ?; F: .; G: 0%; H: .
28: Cc1ccc(CNC(=O)CCS(=O)(=O)c2ccc(C)cc2)cc1
  A: 11%; B: 6%; C: -10%; D: -9%; E: 4%; F: -28%; G: -5%; H: 20%
29: CCOc1ccc(S(=O)(=O)c2c(C(=O)c3ccc(C)cc3)cnc3cc4c(cc23)OCCO4)cc1
  A: -2%; B: -19%; C: ?; D: 0%; E: 2%; F: 4%[10 µM]; G: 7%; H: 19%
30: C#CCOc1nc(Nc2cccc([N+](=O)[O-])c2)nc(OCC#C)n1
  A: -7%; B: .; C: ?; D: 1%; E: ?; F: -4%[10 µM]; G: ?; H: -1%[9.22 µM]
31: Cc1ccccc1OCCOc1ccccc1C=C(C#N)C#N
  A: -14%; B: 5%[1.84 µM]; C: 3.5µM*; D: ?; E: -14%; F: -8%[10 µM]; G: ?; H: 3%
32: CN(C)S(=O)(=O)c1ccc(Cl)c(NC(=O)COC(=O)c2ccc(O)cc2)c1
  A: 7%; B: 4%; C: ?; D: -10%; E: -11%; F: 7%[10 µM]; G: -5%; H: 13%
33: CCOc1ccc(/C=N/NC(=O)CNC(=O)c2ccc(S(=O)(=O)N3CCOCC3)cc2)cc1
  A: -15%; B: -12%; C: -3%; D: -3%; E: -7%; F: -32%; G: -2%; H: 11%
34: Cc1cc(N2C(=O)C3CC=CC(C)C3C2=O)no1 (stereo unspecified)
  A: 5%; B: 9%; C: -10%; D: 9%; E: -3%; F: 15%[10 µM]; G: 5%; H: -10%
35: Cc1ccc(CNC(=O)c2ccc(-n3cccc3)cc2)cc1
  A: ?; B: 11%; C: ?; D: -10%; E: 0%; F: -31%[inhibitor]; G: -2%; H: -11%
36: Fc1ccc2[nH]c3c(NCCN4CCOCC4)ncnc3c2c1
  A: 13%; B: -39%[inhibitor]; C: -6%; D: ?; E: -9%; F: -13%; G: -10%; H: ?
37: CC(=O)OC(C(=O)NC1CCCCC1)c1ccc(Cl)c(Cl)c1 (stereo unspecified)
  A: -1%; B: .; C: 6%; D: -3%; E: -16%; F: 30%[10 µM]; G: -4%; H: 18%[9.22 µM]
38: Cc1ccc(C)c(NC(=S)NNC(=O)c2ccc(Br)o2)c1
  A: 1%; B: -17%; C: -6%; D: 23%; E: -21%; F: 17%; G: ?; H: -12%
39: CC(=O)c1c(C)nc(-c2ccccc2)nc1N
  A: -6%; B: .; C: 6%; D: ?; E: -12%; F: 6%[10 µM]; G: -9%; H: 11%[9.22 µM]
40: CCN(CC)C(=O)CSC1=C(C#N)C(c2cccs2)C=C(C)N1 (stereo unspecified)
  A: -2%; B: -12%; C: -75%; D: ?; E: -8%; F: -26%; G: -13%; H: -12%
41: Cc1cc(C)c(NC(=O)CN2CCN3CCCC3C2)c(C)c1 (stereo unspecified)
  A: -12%; B: 6%; C: 2%; D: 1%; E: -20%; F: 9%[10 µM]; G: -12%; H: ?
42: Cn1c2c(c(=O)n(C)c1=O)C(CC(=O)Nc1ccc(F)cc1)C(=O)N2 (stereo unspecified)
  A: -1%; B: -14%; C: -9%; D: -8%; E: 2%; F: -60%[inhibitor]; G: -7%; H: 1%
43: O=C1CSC(c2cccc(F)c2)N1c1ccccc1F (stereo unspecified)
  A: -1%; B: -7%; C: 14µM*; D: 5%; E: 4%; F: 12%[10 µM]; G: -8%; H: -3%
